Assay outcomes deposited in PubChem BioAssay by Fisher Drug Discovery Resource Center.
mcGAS inh: inhibitors of mouse cGAS; 160,000 compounds, 0.15% hits; inhibition, % at 12.5 µM; Q8C6L5; recombinant cGAS, Kinase-Glo ATP depletion luminescence;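 note: 0% = negative control wells and 100% = reference inhibitor with no enzyme activity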
hcGAS inh: human cGAS inhibition; recombinant h-cGAS, ATP depletion, Kinase-Glo luminescence; 290,000 compounds, 0.081% hits; AID 1259398; inhibition, % at 12.5 µM;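 note: 0% = vehicle reaction and 100% = reaction without DNA for no activity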
Target sequence (Q8N884 whole entry, looked up): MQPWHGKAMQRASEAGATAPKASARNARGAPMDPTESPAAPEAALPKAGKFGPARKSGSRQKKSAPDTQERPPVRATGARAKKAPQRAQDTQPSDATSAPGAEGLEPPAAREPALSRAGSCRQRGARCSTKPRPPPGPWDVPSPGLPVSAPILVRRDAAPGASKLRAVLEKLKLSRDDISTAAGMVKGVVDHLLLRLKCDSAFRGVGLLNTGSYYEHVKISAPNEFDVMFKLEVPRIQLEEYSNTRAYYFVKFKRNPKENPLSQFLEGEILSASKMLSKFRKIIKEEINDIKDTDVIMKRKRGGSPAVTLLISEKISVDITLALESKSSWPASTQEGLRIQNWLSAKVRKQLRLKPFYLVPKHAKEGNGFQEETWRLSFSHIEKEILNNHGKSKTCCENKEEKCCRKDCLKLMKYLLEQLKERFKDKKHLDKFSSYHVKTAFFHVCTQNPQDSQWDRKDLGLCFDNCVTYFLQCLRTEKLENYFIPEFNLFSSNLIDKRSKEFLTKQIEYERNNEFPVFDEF
NPYLR7 agonist: activates Aedes aegypti NPYLR7 receptor | HEK293T NPYLR7/Galpha15, GCaMP6s calcium fluorescence | activation, % at 10 µM | 270,000 compounds, 0.15% hits; in the data active = activation above about 40%;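 note: 0% = vehicle and 100% = reference agonist at the receptor; some compounds past the cut are filed as inactive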
Numbers without * were called inactive; . = not tested or not shown. Cut-off read from the data, not from the text of the source, unless noted: active = inhibition above about 40%; inactive = the rest.

SMILES | mcGAS inh | hcGAS inh | NPYLR7 agonist
CCOc1ccccc1CN(C(=O)C1CCCN1C(=O)CC)C1CC1 (centres undefined) | -12 | -11 | 0
O=C(c1ccc2oc(Cc3ccccc3)nc2c1)N1CCC(N2CCOCC2)CC1 | . | -8 | 5
COCCCNc1nc2nonc2nc1N(C)Cc1nc2c(s1)CCCC2 | . | -3 | 12
OCc1cc(-c2ccccc2OCCn2ccnc2)ccc1F | -13 | -5 | 7
COCCCn1c(C)c(C)n2c3c(=O)n(CCN4CCCCC4)c(=O)n(C)c3nc12 | . | -7 | 0
Cc1ccc(-c2cn3cccnc3n2)cc1NC(=O)c1ccccc1C(F)(F)F | . | 6 | -1
CCc1ccc(CNC(=O)CS(=O)(=O)C(C)C(C)C)s1 (centres undefined) | . | -8 | 1
COC(=O)CC1(CC(=O)N[C@H]2CO[C@H]3[C@@H]2OC[C@H]3OCc2ccccc2)CCCC1 | -5 | -5 | -11

(list continues)
SMILES | mcGAS inh | hcGAS inh | NPYLR7 agonist
CSc1ccc(-c2nc(CN3CCc4c(c(CO)nn4C)C3)c(C)o2)cc1 | -11 | -7 | 1
Cc1cc(NC(=O)c2ccco2)sc1C(=O)NC(C)c1ccccc1Br (centres undefined) | . | -4 | 7
NC(=O)C1CCC(C(F)(F)F)N(CC(=O)NCc2ccc(F)cc2)C1 (centres undefined) | -15 | -6 | 5
CC1CN(c2cc(Oc3ccccc3F)ncn2)CCN1Cc1ccc2c(c1)OCCO2 (centres undefined) | -7 | -9 | 11
CC(=O)c1c(C)cc(C)c(CN2CCC3(CC2)CNC(=O)C3)c1C | . | -4 | -5
CN(C)c1ccc(C(=O)N2CCN(c3nc4ccccc4nc3-c3ccccc3)CC2)cc1 | -8 | -7 | 7
Cc1nn(C)c(C)c1CC(=O)Nc1ccc(N2CCCCCC2)cc1 | . | -4 | -13
CC(C)c1cc(NC(=O)CCn2nc3ccccn3c2=O)n[nH]1 | . | -7 | 7

Entries shown so far that contain sulfur (4):
SMILES | mcGAS inh | hcGAS inh | NPYLR7 agonist
COCCCNc1nc2nonc2nc1N(C)Cc1nc2c(s1)CCCC2 | . | -3 | 12
CCc1ccc(CNC(=O)CS(=O)(=O)C(C)C(C)C)s1 (centres undefined) | . | -8 | 1
CSc1ccc(-c2nc(CN3CCc4c(c(CO)nn4C)C3)c(C)o2)cc1 | -11 | -7 | 1
Cc1cc(NC(=O)c2ccco2)sc1C(=O)NC(C)c1ccccc1Br (centres undefined) | . | -4 | 7

More compounds
SMILES | mcGAS inh | hcGAS inh | NPYLR7 agonist
COc1ccc(-c2cc(C(=O)NCc3ccc4c(c3)OCO4)c(C)n2-c2ccccc2Cl)cc1 | -3 | 0 | 11
CCN(CC)C(=O)C1CCN(Cc2nc(-c3cccc(Oc4ccccc4)c3)oc2C)CC1 | -10 | -6 | 13
CCOC1CC(O)C12CCN(C(C(=O)OC)c1ccc(Br)cc1)CC2 (centres undefined) | . | -11 | 5
Nc1nnnn1/N=C\c1c2ccccc2cc2ccccc12 | -7 | 1 | 0
Cc1cc(N(C)Cc2ccsc2)nc(N2CCOCC2)n1 | . | -6 | -3
CCOc1ccccc1C1c2[nH]c3ccccc3c2CCN1C(=O)CCc1cnn(C)c1 (centres undefined) | -15 | -9 | 5
Cc1ccc2nc(-c3ccccc3C)c(NC(=O)CCC3CCCC3)n2c1 | -6 | -4 | -4
Cn1cc(OCc2ccccc2)c(=O)cc1C(=O)NCc1ccncc1 | . | -12 | 3

Other records
SMILES | mcGAS inh | hcGAS inh | NPYLR7 agonist
C/C=C/COC(=O)C1=C(C)NC(=O)NC1c1ccc([N+](=O)[O-])cc1 (centres undefined) | -5 | -5 | -2
COc1cccc(C(=O)Nn2cnc3c(cnn3-c3ccccc3)c2=O)c1 | . | -3 | 3
COCCCN(CC(=O)N(CCc1c[nH]c2ccccc12)Cc1ccc(F)cc1)C(=O)c1ccc(Br)cc1 | -5 | -4 | 24
CSc1ccc(C(NC(=S)Nc2cccc(C(F)(F)F)c2)c2cccc(Cl)c2Cl)cc1 (centres undefined) | -6 | -4 | -11
C=CC(C)(O)CN(CCC)Cc1c(C)nn(-c2ccccc2)c1Oc1ccc(C)cc1 (centres undefined) | -5 | -4 | -2
Cc1ccc(CN(Cc2ccc3c(c2)OCO3)C(=O)CN(CCN2CCOCC2)C(=O)Nc2ccc(C)c(C)c2)o1 | -5 | -2 | -6
CN(C)CCCN(C(=O)CN1C(=O)c2ccccc2C1=O)c1nc2c(F)cccc2s1 | -8 | -5 | 4
CCOc1ccccc1-c1nc(Cn2nnc(C(=O)Nc3ccc(C)cc3C)c2C)c(C)o1 | -7 | -5 | 1

Carrying on.
SMILES | mcGAS inh | hcGAS inh | NPYLR7 agonist
c1ccc2sc(COc3ccc4c(c3)OCO4)nc2c1 | . | -2 | 2
Cn1c(=O)c2c(SCc3cccnc3)nc(-c3ccc(F)cc3)nc2n(C)c1=O | . | -3 | 7
Cc1ccc2oc(-c3ccc(OS(=O)(=O)c4ccc(F)cc4)c(CN4CCOCC4)c3)nc2c1 | -7 | -10 | .
Cn1c(-c2ccco2)nc2cnc(Nc3ccncc3)cc21 | -6 | -4 | 2
C=CCN(C(=O)c1ccc(-c2ccc3c(c2)OCO3)s1)C1CCCCC1 | -2 | -1 | 5
O=C(N=Nc1c(O)[nH]c2ccccc12)c1ccccn1 | -3 | -2 | -2
CCCNC(=O)N(CCOC)Cc1nccn1Cc1ccccc1Cl | -4 | -4 | 20
Cc1noc(-c2cccc(C(F)(F)F)c2)c1C(=O)NCCC1(C)OCCO1 | -7 | -12 | 4

Continued.
SMILES | mcGAS inh | hcGAS inh | NPYLR7 agonist
COc1ccc(/C=N\NC(=O)CSc2nc3ccccc3s2)cc1O | 1 | 7 | -5
CCOc1ccc(-n2nnc3c(N4CCN(C(=O)C(C)Oc5ccccc5)CC4)ncnc32)cc1 (centres undefined) | -9 | -10 | -3
O=C(Cc1cccc2ccccc12)NNC(=O)c1ccccn1 | -3 | -4 | -8
Cc1ccc(NC(=O)C2(C)CCN2Cc2ccc3c(c2)OCCO3)cc1 (centres undefined) | . | -2 | -2
CN(Cc1ccccc1)C1(CNC2CCSCC2)Cc2ccccc2C1 | -8 | -3 | 4
O=C1CCC/C=C/CCCC1Sc1ccccc1 (centres undefined) | . | -3 | 7
COc1ccc(NC(=O)c2sc(=O)n(Cc3ccc(C)cc3)c2C)cc1OC | . | -6 | 7
COc1cccc(C(=O)N2CCC3(CC2)OCC(C(=O)NC(C)c2ccccc2)N3C(=O)c2cccc(F)c2)c1 (centres undefined) | -5 | -3 | 0

A different layout for some results above.
CCOc1ccc(-n2nnc3c(N4CCN(C(=O)C(C)Oc5ccccc5)CC4)ncnc32)cc1 (centres undefined)
  mcGAS inh = -9
  hcGAS inh = -10
  NPYLR7 agonist = -3
O=C(Cc1cccc2ccccc12)NNC(=O)c1ccccn1
  mcGAS inh = -3
  hcGAS inh = -4
  NPYLR7 agonist = -8

The list goes on.
SMILES | mcGAS inh | hcGAS inh | NPYLR7 agonist
Cn1c(O)c(N=NC(=O)COc2ccc3ccccc3c2)c2cc(Br)ccc21 | -6 | -3 | 26
CCOc1ccc(CN2CCCn3cccc3C2c2cc(OC)ccc2OC)cc1 (centres undefined) | -4 | -4 | 1
O=C(CSc1nc2c(c(=O)n1-c1ccccc1)SCC2)N1CCCC1 | . | -8 | -5
CSc1nc(NCC(C)C)c2cnn(CCNC(=O)CC(C)C)c2n1 | -5 | -6 | .
Cc1ccc(CN2CCN(CC#Cc3ccccc3)CC2CCO)o1 (centres undefined) | . | -3 | 5
COC(=O)NC1CCN(c2ccccc2C(=O)N2CCN(c3ccc(C)c(C)c3)CC2)CC1 | . | -5 | -1
CC1=CC[C@@H]2CN(C(=O)CCCn3ccnc3C)C[C@@H]2C1 | -15 | -7 | 7
O=C(NCc1ccc(Cl)cc1)NCC1CN(c2ccc(Cl)cc2)C(=O)O1 (centres undefined) | . | 0 | 3

One compound at a time, from the list above.
`CC1=CC[C@@H]2CN(C(=O)CCCn3ccnc3C)C[C@@H]2C1` across the screens: mcGAS inh = -15; hcGAS inh = -7; NPYLR7 agonist = 7
`O=C(NCc1ccc(Cl)cc1)NCC1CN(c2ccc(Cl)cc2)C(=O)O1` (centres undefined) across the screens: mcGAS inh = .; hcGAS inh = 0; NPYLR7 agonist = 3

The list continues:
SMILES | mcGAS inh | hcGAS inh | NPYLR7 agonist
CCOC(=O)C1(CC2CCCCO2)CCN(Cc2ccc(F)cc2Cl)CC1 (centres undefined) | -12 | -10 | 19
COCCN(Cc1cc(NC(=O)COC)ccc1N(C)C)S(=O)(=O)c1ccc(F)cc1 | -4 | -15 | 17
CCC(C)Nc1nc(-c2ccc(Cl)cc2)cs1 (centres undefined) | . | -6 | -4
CCOc1ccc(NS(=O)(=O)C2CCCCC2O)cc1C (centres undefined) | . | -7 | 5
COCCN(CC(=O)Nc1cc(C(C)(C)C)nn1-c1ccc(C)cc1C)C(=O)Nc1cccc(OC)c1 | -2 | 1 | -1
Cc1ccc(C2=NN3C(C2)c2ccccc2OC3c2cccs2)o1 (centres undefined) | . | -3 | 1
Cc1c(C(=O)N2CCN(C)C3(CCN(C)CC3)C2)cnc2ccnn12 | -11 | -7 | 12
Cc1cccn2c(CNC(=O)CC3NC(=O)c4ccccc43)cnc12 (centres undefined) | -16 | -3 | -6

Next part
SMILES | mcGAS inh | hcGAS inh | NPYLR7 agonist
COc1ccc(CC(=O)Nc2ccc(-n3nc(OCC(C)C)nc3-c3ccccc3F)cc2)cc1 | -4 | -10 | 19
CCOC(=O)c1nn(-c2ccccc2C)c(=O)cc1NCc1cccc(OC)c1 | . | -3 | 9
COc1cc(-c2[nH]ncc2CN2CCC(C(O)c3cccs3)CC2)cc(OC)c1OC (centres undefined) | . | -1 | -1
CCNC(=O)Cn1c(CO)cnc1SCC(=O)Nc1ccccc1C(F)(F)F | -9 | -3 | 21
C=CCN(CC(=O)N1CCc2sccc2C1c1ccc(Cl)cc1Cl)S(=O)(=O)c1cccc2cccnc12 (centres undefined) | -6 | -8 | -4
O=C(O)c1nn(-c2cccc(F)c2)c(=O)n(Cc2ccccc2Cl)c1=O | . | 1 | 19
COc1ccc(C(=O)Nc2c(C)nc3sccn3c2=O)c(OC)c1 | -6 | -6 | 5
COCCCn1c(C)cn2c3c(=O)n(CCCc4ccccc4)c(=O)n(C)c3nc12 | -10 | -9 | .

Additional results follow.
Order of results: mcGAS inh	hcGAS inh	NPYLR7 agonist
- ClC(Cl)(Cl)C1c2ccccc2Nc2ccccc21
 : .	-2	4
- COC(=O)c1cc2cc(Br)ccc2oc1=O
 : -2	-8	-5
- CCO[C@H]1[C@H](NC(=O)c2ccco2)c2ccccc2C12CCN(C(=O)[C@H]1C[C@@H]3C=C[C@H]1C3)CC2
 : -12	-7	1
- CCNC(=O)N1CCCC1C(=O)Nc1ccccc1-c1ccc(OC)cc1 (centres undefined)
 : .	-3	18
- CC(C)CNC(=O)CC1Nc2ccccc2NC1=O (centres undefined)
 : -7	-4	-8
- COc1ccc(NC(=O)C2CCN(C(=O)[C@@H]3CCCN3C(=O)Nc3ccc(-c4ccccc4)cc3)CC2)cc1
 : 0	-2	-8
- O=C(Nc1ccc(N2CCCC2)c(C(=O)NCc2ccc(F)cc2)c1)c1ccc(Cl)cc1Cl
 : -7	-4	21
- CCOc1ncccc1C(=O)N1CCC(c2ccc(O)cc2)CC1
 : .	-12	-1
- CN(Cc1ccccc1)C(=O)CNC(=O)N1CCCCCCC1
 : -7	-9	8
- COc1ccc(CNC(=O)c2cn(Cc3ccccn3)c(=O)s2)cc1OC
 : .	0	15
- Cc1ccc(CNC(=O)c2cnc3c(-c4ccc(C(C)C)cc4)cnn3c2C)o1
 : -8	-4	28
- CC(=O)Nc1c(-c2cc(=O)oc3c(C)c(C)ccc23)oc2ccccc12
 : -9	2	-1
- CCOc1ccc(-n2c(C)cc(C(=O)COc3cccc(-n4cnnn4)c3)c2C)cc1
 : -4	-7	-4
- CCSC(C)C(=O)NCCc1nnc(C)s1 (centres undefined)
 : -5	-7	.
- COc1ccc(C(=O)N2C[C@@H](O)[C@H](NC3CCC(O)CC3)C2)cc1 (some centres undefined)
 : -11	-6	7

(more compounds)
Order of results: mcGAS inh	hcGAS inh	NPYLR7 agonist
- CC(=O)c1[nH]c(C)c(C(=O)N2CCCN(c3ccncc3)CC2)c1C
 : -9	-4	23
- O=C(NNc1cccc(Cl)n1)c1ccc(Cl)nc1
 : .	7	6
- COc1ccc(CCN=C(NC(=O)c2ccc(C)cc2)OCC(C)C)cc1OC
 : -5	-3	-5
- CC1C(=O)N(c2ccccc2F)CCN1C(=O)Cc1ccccc1 (centres undefined)
 : -4	-4	-2
- Cc1ccc2c(=O)c(C(=O)c3ccccc3C)coc2c1
 : -6	-6	4
- CN(C)c1ncccc1CNC(=O)Cc1cn(C)c2ccccc12
 : .	-5	0
- O=C(c1ccc(=O)[nH]c1)N(CCc1ccccc1)C1CCOC1 (centres undefined)
 : .	-4	1
- CCCCCCn1c(SCCC)nc2c1c(=O)[nH]c(=O)n2C
 : -2	4	-7
- NC1(CNC(=O)c2ccsc2)CCCCCC1
 : .	-11	17
- OC(c1cccnc1)c1nc(-c2cccc(F)c2)cs1 (centres undefined)
 : .	-9	7
- COc1ccc(C(=O)C2CCCN(C(=O)c3cc(Cl)ccc3F)C2)cc1F (centres undefined)
 : -10	-10	8
- CCOC(=O)c1c(C)n(-c2ccccc2)c2ccc(OC(=O)Cc3ccccc3)cc12
 : -6	-1	-4
- CCOc1ccccc1-n1nnnc1-c1ccc2ccccc2n1
 : -3	-3	-7
- CC(C)(C)c1ccc(-c2ccnc3nc(N4CCN(S(=O)(=O)c5ccccc5C#N)CC4)nn23)cc1
 : -7	-6	4
- O=c1c(N=Nc2ccccc2Cl)c(-c2ccccc2)[nH]n1-c1nc(-c2ccccc2)cs1
 : 3	22	8
- Cc1cc(C)c(CN2CCCN(C(=O)C3CCC3)CC2)cc1C
 : .	-1	-4
